Bioassay records as filed in PubChem BioAssay.
FBA Mtb inh – Mtb FBA enzyme inhibitors, primary screen, biochemical, fluorescence, strain H37Rv | Fructose-bisphosphate aldolase (Mycobacterium tuberculosis (strain ATCC 25618 / H37Rv)), … | purified M. tuberculosis FBA, fluorescence read-out | inhibition, % at 1 µM | 360,000 compounds, 2.3% hits | AID 588726, 2011; in the data active = inhibition above about 27%;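 also: 0% = vehicle and 100% = reference inhibitor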
Target sequence (P9WQA3 whole entry, looked up): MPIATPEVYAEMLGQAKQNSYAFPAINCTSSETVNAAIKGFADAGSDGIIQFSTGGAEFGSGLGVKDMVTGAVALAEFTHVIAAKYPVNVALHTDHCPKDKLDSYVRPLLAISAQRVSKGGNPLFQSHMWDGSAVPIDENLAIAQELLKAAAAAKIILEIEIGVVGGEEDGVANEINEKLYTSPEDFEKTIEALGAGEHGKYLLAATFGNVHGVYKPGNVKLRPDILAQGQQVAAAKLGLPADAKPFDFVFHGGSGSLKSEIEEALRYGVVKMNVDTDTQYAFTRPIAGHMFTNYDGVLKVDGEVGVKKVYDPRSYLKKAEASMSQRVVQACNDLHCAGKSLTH
BH1578 lux ind – inducers of Vibrio cholerae quorum light production without autoinducers, primary screen, BH1578 luxS cqsA deficient, single point; V. cholerae BH1578 lux reporter, luminescence, 6 h; activation, % at 18.7 µM; 350,000 compounds, 0.16% hits; in the data active = activation mostly above about 9.7%, no sharp cut-off; also: not every result past the cut was called active; inactives centre near 0; reference of the scale not given here
GDH-TPI counter – GDH-TPI coupling enzyme inhibitors, primary screen, artefact control for M. tuberculosis FBA inhibitor project, biochemical, absorbance, full deck; AID 588335, 2011; inhibition, % at 4.8 µM; 360,000 compounds, 1.2% hits; GDH-TPI coupled enzyme counterscreen, NADH absorbance; in the data active = inhibition above about 30%;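 also: 0% = DMSO wells and 100% = wells lacking the enzyme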
Yp Topo-I inh – Yersinia pestis topoisomerase I inhibitors, primary screen, biochemical, cleavage product accumulation, plate reader, single point; DNA topoisomerase I (Yersinia pestis CO92); Y. pestis Topo-I cleavage product accumulation; 360,000 compounds, 0.064% hits; activity, % at 10 µM; in the data active = activity above about 50%, passing the limit was not always enough; also: inactives centre near 2
TcdB inh – TcdB glycohydrolase inhibitors, primary screen, biochemical, single point, plate reader. TcdB glycohydrolase enzymatic assay. 350,000 compounds, 0.24% hits. inhibition, % at 9.99 µM; in the data active = inhibition above about 10%
FadD28 binding – inhibitors of FadD28 bisubstrate probe binding, primary screen, biochemical, fluorescence polarization, single point; AID 588549, 2011; 360,000 compounds, 0.22% hits; Mycobacterium tuberculosis FadD28 fatty-acid-AMP ligase; inhibition, % at 12.5 µM; in the data active = inhibition above about 8.5%, passing the limit was not always enough
BioA inh – M. tuberculosis BioA enzyme inhibitors, primary screen, biochemical, plate reader, single point, HTS; 7,8-diaminopelargonic acid synthase BioA (Mycobacterium tuberculosis); inhibition, % at 9.99 µM; purified M. tuberculosis BioA enzyme; 360,000 compounds, 0.096% hits; in the data active = inhibition above about 40%
PfHsp40 rescue – rescue of yeast from PfHsp40 toxicity, primary screen, S. cerevisiae, ATP luminescence; S. cerevisiae expressing PfHsp40, growth rescue; growth rescue, % at 12.5 µM; 340,000 compounds, 0.68% hits; AID 504582, 2011; in the data active = growth rescue above about 28%, passing the limit was not always enough;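 also: yeast W303a lacking pdr1 and pdr3 grown in galactose medium; growth measured after three days at 30 °C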
Mtb UGM inh – M. tuberculosis UGM enzyme inhibitors, primary screen, biochemical, fluorescence polarization, single point; purified UGM, fluorescence polarization probe displacement; AID 504406, 2011; inhibition, % at 10 µM; UDP-galactopyranose mutase (Mycobacterium tuberculosis (strain ATCC 25618 / H37Rv)), …; 320,000 compounds, 0.06% hits; in the data active = inhibition above about 10%, passing the limit was not always enough
Target sequence (P9WIQ1 whole entry, looked up): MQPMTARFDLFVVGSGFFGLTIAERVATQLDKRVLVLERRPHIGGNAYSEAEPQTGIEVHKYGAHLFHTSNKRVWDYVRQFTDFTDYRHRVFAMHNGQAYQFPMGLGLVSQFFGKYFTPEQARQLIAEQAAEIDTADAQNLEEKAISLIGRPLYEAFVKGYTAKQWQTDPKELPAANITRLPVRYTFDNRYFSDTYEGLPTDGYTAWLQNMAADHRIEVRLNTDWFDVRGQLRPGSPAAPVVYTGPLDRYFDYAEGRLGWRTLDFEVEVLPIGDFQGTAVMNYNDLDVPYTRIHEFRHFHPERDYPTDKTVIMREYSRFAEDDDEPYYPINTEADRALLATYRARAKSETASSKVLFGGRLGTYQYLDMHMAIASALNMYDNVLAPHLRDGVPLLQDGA
The depositor's hits bear a star; i = inactive; · = not tested or not shown; & = joins results of further samples.

SMILES	FBA Mtb inh	BH1578 lux ind	GDH-TPI counter	Yp Topo-I inh	TcdB inh	FadD28 binding	BioA inh	PfHsp40 rescue	Mtb UGM inh
C[C@H](CO)N1C[C@H](C)[C@H](CN(C)S(C)(=O)=O)Oc2c(cccc2N(C)C)C1=O	3	i	5	6	-0.6&0.8	0.3	-0.6&-0.6	-0.2	1.9
CC(C)OC(=O)CSc1nnc(-c2ccc(Cl)cc2)n1N	7	2.0	-12	6	·	-1.6	-0.4	-1.3	0.6
Oc1c(C(c2ccccc2)N2CCCCC2)sc2ncnn12 (stereo not drawn)	2	-0.1	-8	-1	2.1	-3.8	3.8	0.9	3.3
CCC1CCCCN1Cc1ccc(CNC(=O)CCc2nnc3ccc(N4CCCCC4)nn23)o1 (stereo not drawn)	-1	3.0	2	15	-6.3	-0.4	-1.7	0.1	-0.8
CCc1nnc(NC(=O)c2ccc(S(=O)(=O)N3CCCCCC3)cc2)s1	2	·	15	1	·	-1.8	-1.4	0.7	0.5
COc1ccc(C(O)c2nc(-c3ccc4ccccc4c3)cs2)cc1 (stereo not drawn)	-1	-0.6	10	8	1.1	-2.1	-0.6	·	·
COc1ccccc1/C=C/c1nc(S(=O)(=O)c2ccccc2)c(NCCN(C)C)o1	10	-2.6	13	-17	-0.2	-0.8	-4.7	-1.1	-0.5
O=C(Nn1cnnc1)c1ccc(Cl)cc1[N+](=O)[O-]	-4	-7.7	-12	-5	0.4	-4.2	-0.9	0.1	-0.7
COCCn1c(Cc2ccccc2)nnc1SCC(=O)N(C)C	-2	-0.2	-11	-1	1.1	-0.1	·	2.8	1.2
O=C(OCc1ccccc1)N1CCC2CC1c1c2cccc1N1CCOCC1 (stereo not drawn)	1	·	·	·	2.2	-2.5	-2.5	·	·
Cc1nn(CCCC(=O)NCc2ccc(F)cc2)c(C)c1[N+](=O)[O-]	-2	-0.2	12	-3	0.3	-0.2	7.0	0.6	-1.9
COc1cc(/C=C/C(=O)O)cc2c1OCCO2	3	-3.6	-2	6	0.7	-0.4	·	-0.4	0.4
CCOC(=O)CN1Cc2cccc(C(=O)O)c2C1=O	0	i	-3	7	-2.9	-0.4	-1.5	9.3	3.6
O=C(CSc1nnc(-c2cccc(Br)c2)o1)NCC1CCCO1 (stereo not drawn)	0	-5.3	9	8	0.4	-2.4	1.0	·	·
CN1C(=O)/C(=C\c2ccccc2OCc2ccccc2)SC1=S	1	-1.0	-5	6	0.3	-3.9	0.7	-0.6	0.9
Cc1ccc(CNS(=O)(=O)CCNC(=O)c2ccc3c(c2)OCO3)cc1	4	-0.5	5	3	0.6	-0.7	0.7	0.1	0.1
c1ccc(-c2nc(-c3nccc4ccccc34)oc2-c2ccccc2)cc1	62*	i	5	10	-0.7	-3.9	·	-0.6	3.4
CC1CCCC(C)N1/N=C/c1ccc(O)cc1 (stereo not drawn)	1	0.4	10	8	1.4	0.2	-1.2	-0.4	-0.7
O=C(NC(NC(=O)c1c(F)cccc1F)c1ccc([N+](=O)[O-])cc1)c1c(F)cccc1F	0	-1.5	6	-2	-0.5	1.0	-1.0	-0.1	-0.4
C/C(=N\NC(=O)c1ccc(NS(=O)(=O)c2cccs2)cc1)c1ccc(C(C)(C)C)cc1	-2	-0.1	17	10	-3.6	-1.3	·	-1.3	0.6
OCC1(CO)COC(c2cccnc2)N1 (stereo not drawn)	-1	-0.7	-8	6	·	-4.8	-1.5	-1.0	0.7
Fc1ccccc1N1CCN(c2cnc3ccccc3n2)CC1	0	i	-4	-7	·	-2.5	1.1	3.4	0.3
Brc1ccc(-c2noc(CCc3ccccc3)n2)o1	0	-0.1	8	-4	0.3	-1.4	-1.0	-1.2	2.8
COc1ccc(CN2C(=O)NC(=O)/C(=C/c3ccc([N+](=O)[O-])s3)C2=O)cc1	-6	-1.6	31*	-25	0.2	33*	8.4	3.2	-1.5
O=[N+]([O-])c1ccc2c(c1)nc(CO)n2Cc1ccccc1	0	-2.4	14	-3	0.6	-2.1	-2.1	-0.1	2.4
COc1ccc(OCCCN2CCc3ccccc3C2)cc1	-2	-0.9	24	7	0.9	-0.9	4.6	-0.1	-0.5
Cc1nc2cc(C(=O)OCC(=O)NC34CC5CC(CC(C5)C3)C4)ccc2n1-c1ccccc1	-1	i	5	8	·	1.1	0.2	1.9	-1.3
Cc1ccc(NC(=O)C2CCCCC2)cc1C	-1	-0.9	8	7	-0.4	-1.0	-2.0	0.8	-3.3
Nc1cc(-c2nn[nH]n2)ccc1F	-4	-0.4	7	-3	·	1.8	0.3	0.8	-0.6
O=C(CCCOc1ccc(Cl)cc1Cl)NCC1CCCO1 (stereo not drawn)	0	-0.1	-4	9	·	-3.8	·	-0.1	-1.9
CCN(CC)C(=O)CSc1nc2sc3c(c2c(=O)n1CCCOC)CCC3	1	i	3	0	-0.2	0.4	-0.5	-0.4	-1.4
CC(C)CCNC(=O)C1CCC(=O)N1CCc1ccccc1 (stereo not drawn)	8	1.1	5	7	-0.4	-1.2	0.1	0.3	1.4
COc1ccc(C(=O)Nc2ccc(NC(=O)c3ccccc3)cc2)cc1S(=O)(=O)N1CCOCC1	-2	-2.3	3	1	1.5	0.2	0.4	1.8	-0.1
CN=C1S/C(=C\c2ccc(N3CCCC3)c(F)c2)C(=O)N1C	-2	-0.4	5	-2	1.3	-0.1	-2.3	-1.4	5.4
c1ccc(-c2[nH]ncc2CN2CCc3ccccc3C2)cc1	4	i	-6	-8	3.6	-1.5	·	-1.4	-4.0
COc1ccc(OC)c(NC(=O)CSc2nnc(CNc3ccc(C)cc3C)o2)c1	2	-1.6	8	2	·	0.3	3.7	2.5	2.6
O=C(c1ccc(OC2CCN(CCCc3ccccc3)CC2)cc1)N1CCCC1	4	-0.4	-1	23	-1.6	-0.7	0.1	-1.5	0.4
COc1cccc2cc(C(=O)N3CCCCCCC3)c(=O)oc12	2	i	3	6	0.0	-1.9	2.3	-0.1	0.6
CC1CN(S(=O)(=O)c2ccc(C(=O)Nc3nnc(-c4ccco4)o3)cc2)CC(C)O1 (stereo not drawn)	-2	-0.2	4	-1	-0.8	-3.6	·	0.0	3.9
Cc1cccc2nc(CNC(=O)CC3C(=O)NCCN3Cc3cccc(F)c3)cn12 (stereo not drawn)	3	-0.2	-4	11	-1.0	-1.0	-0.1	0.2	3.1
CCOC(=O)C(C(=O)NCC1CCCO1)C1CCCCC1 (stereo not drawn)	7	-0.3	14	-7	·	-1.1	-1.9	-0.2	0.0
COc1ccc(C(=O)Cn2c(C)nc([N+](=O)[O-])c2Br)cc1	-2	i	0	5	1.8	-2.6	·	-1.7	-0.3
CCN1CCCC1CNS(=O)(=O)c1ccc(Br)cc1 (stereo not drawn)	3	1.9	-3	-3	2.1	-3.4	0.5	-2.7	0.4
O=C(Cn1c(=O)n(-c2cccc(C(F)(F)F)c2)c(=O)c2sccc21)NCC1CCCO1 (stereo not drawn)	0	i	5	-7	0.1	0.0	1.1	0.8	0.1
CCNC(=S)N(C)CCc1cc2c(c(OC)c1C=C1C(=O)N(C)C(=O)N(C)C1=O)OCO2	0	i	8	-2	-0.8	-3.1	1.9	0.5	0.5
O=[N+]([O-])c1ccc(Sc2ccncn2)c([N+](=O)[O-])c1	-1	i	23	-8	0.9	-3.2	-0.3	·	·
CCCCNC(=O)NC1C(NC(=O)NCCCC)N(C)C(=O)N1C (stereo not drawn)	11	9.9	-9	2	·	-1.1	-2.8	-0.5	0.2
O=c1c(-c2ccc(Br)cc2)coc2c(CN3CCOCC3)c(O)ccc12	19	i	0	7	·	-5.2	7.0	1.4	0.9
CCn1c(CCNS(=O)(=O)c2ccccc2Br)nnc1SC	-9	i	-13	-2	2.9	-4.0	-1.8	-1.2	3.2
O=C(NCCc1ccco1)C(=O)NCC1OCCCN1S(=O)(=O)c1cc(F)ccc1F (stereo not drawn)	1	-0.8	0	6	0.0	-2.7	0.4	0.1	-1.6
COCCn1c(-c2ccco2)csc1=Nc1cccnc1	-3	i	0	-7	-2.3	-2.7	·	0.6	-1.1
Cc1ccc(NC(=O)C2CCN(S(=O)(=O)c3ccc(N4CCCC4=O)cc3)CC2)cc1Cl	-1	-0.2	-17	34	0.2	-0.9	7.4	0.2	-2.6
CC(Sc1ncnc2ccccc12)C(=O)Nc1ccc2c(c1)OCCO2 (stereo not drawn)	0	-0.3	12	27	·	-2.6	·	0.3	-5.1
O=C(/C=C/c1cnc2ccccc2n1)NC12CC3CC(CC(C3)C1)C2	-1	i	16	1	·	-0.3	-0.4	2.2	-0.2
O=C(O)C1C2CC2CN1C(=O)c1ccc(Cl)cc1Cl (stereo not drawn)	3	0.2	8	-1	0.6	0.9	·	1.1	-3.2
Cc1sc2nc(COC(=O)c3ccc(O)cc3)[nH]c(=O)c2c1C	0	-0.4	24	-15	0.8	-1.8	-2.7	-0.4	-0.9
O=c1ccn(Cc2ccc(F)cc2)c2ccnc(C(F)(F)F)c12	-3	-0.2	12	4	·	-0.2	·	-0.9	-2.6
O=C(N/N=C/c1ccc(OCc2ccccc2)cc1)c1ccc(O)cc1	-5	i	8	-1	-0.3	-12	-1.7	-0.2	2.6
O=C(CCc1ccc(O)cc1)c1c(O)cc(O)cc1O	3	i	24	-4	-4.7	-0.8	1.8	3.8	2.3
N#C/C(=C\N1CCCCC1)S(=O)(=O)c1ccc(Cl)cc1	0	-0.6	-1	-5	-0.8	-0.7	0.8	·	1.0

By substructure, the compounds so far with bromine.
SMILES	FBA Mtb inh	BH1578 lux ind	GDH-TPI counter	Yp Topo-I inh	TcdB inh	FadD28 binding	BioA inh	PfHsp40 rescue	Mtb UGM inh
O=C(CSc1nnc(-c2cccc(Br)c2)o1)NCC1CCCO1 (stereo not drawn)	0	-5.3	9	8	0.4	-2.4	1.0	·	·
Brc1ccc(-c2noc(CCc3ccccc3)n2)o1	0	-0.1	8	-4	0.3	-1.4	-1.0	-1.2	2.8
COc1ccc(C(=O)Cn2c(C)nc([N+](=O)[O-])c2Br)cc1	-2	i	0	5	1.8	-2.6	·	-1.7	-0.3
CCN1CCCC1CNS(=O)(=O)c1ccc(Br)cc1 (stereo not drawn)	3	1.9	-3	-3	2.1	-3.4	0.5	-2.7	0.4
O=c1c(-c2ccc(Br)cc2)coc2c(CN3CCOCC3)c(O)ccc12	19	i	0	7	·	-5.2	7.0	1.4	0.9
CCn1c(CCNS(=O)(=O)c2ccccc2Br)nnc1SC	-9	i	-13	-2	2.9	-4.0	-1.8	-1.2	3.2

2 compounds drawn at random from those above:
SMILES	FBA Mtb inh	BH1578 lux ind	GDH-TPI counter	Yp Topo-I inh	TcdB inh	FadD28 binding	BioA inh	PfHsp40 rescue	Mtb UGM inh
CCOC(=O)C(C(=O)NCC1CCCO1)C1CCCCC1 (stereo not drawn)	7	-0.3	14	-7	·	-1.1	-1.9	-0.2	0.0
Cc1ccc(NC(=O)C2CCN(S(=O)(=O)c3ccc(N4CCCC4=O)cc3)CC2)cc1Cl	-1	-0.2	-17	34	0.2	-0.9	7.4	0.2	-2.6

Later entries:
SMILES	FBA Mtb inh	BH1578 lux ind	GDH-TPI counter	Yp Topo-I inh	TcdB inh	FadD28 binding	BioA inh	PfHsp40 rescue	Mtb UGM inh
CCOC(=O)N1CCC(Nc2nc3ccccc3n3nnnc23)CC1	35*	i	16	-8	·	-3.0	-2.5	-1.0	-1.4
CCN(C(=O)CN1CCCCC1)C1(C)C(=O)c2ccccc2C1=O	-1	-3.6	-1	3	0.0	-1.0	·	0.5	-3.4
Cc1ccc(OCCC(=O)OCC(=O)NCc2ccccc2)cc1	5	-0.6	-4	-6	0.9	1.0	·	-0.7	0.9
CCc1nn2cc(C(=O)c3ccccc3O)cnc2c1-c1ccc(F)cc1	-1	-0.5	15	20	1.8	-2.4	0.1	3.3	2.6
C#CCSc1nnc(CSc2nc3ccccc3s2)n1-c1ccccc1	2	·	-2	41	·	-4.2	0.6	-1.2	0.9
Cc1ccc(NS(=O)(=O)c2ccc(NC(=O)c3cccs3)cc2)c(C)c1	-4	-0.2	11	8	-0.4	-13	·	0.7	-0.5
